mcGAS MS inh – mouse cGAS inhibition by mass spec | 130,000 tested, 0.18% active | inhibition, % at 12.5 µM | Q8C6L5 | recombinant mouse cGAS, cGAMP by RapidFire MS;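 active = inhibition of cGAS enzyme activity at or above 60%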;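 note: enzyme stimulated by 45 bp dsDNA with ATP and GTP substrates; cGAMP share of summed cGAMP plus half ATP and half GTP signals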
Target sequence (Q8C6L5 whole entry, looked up): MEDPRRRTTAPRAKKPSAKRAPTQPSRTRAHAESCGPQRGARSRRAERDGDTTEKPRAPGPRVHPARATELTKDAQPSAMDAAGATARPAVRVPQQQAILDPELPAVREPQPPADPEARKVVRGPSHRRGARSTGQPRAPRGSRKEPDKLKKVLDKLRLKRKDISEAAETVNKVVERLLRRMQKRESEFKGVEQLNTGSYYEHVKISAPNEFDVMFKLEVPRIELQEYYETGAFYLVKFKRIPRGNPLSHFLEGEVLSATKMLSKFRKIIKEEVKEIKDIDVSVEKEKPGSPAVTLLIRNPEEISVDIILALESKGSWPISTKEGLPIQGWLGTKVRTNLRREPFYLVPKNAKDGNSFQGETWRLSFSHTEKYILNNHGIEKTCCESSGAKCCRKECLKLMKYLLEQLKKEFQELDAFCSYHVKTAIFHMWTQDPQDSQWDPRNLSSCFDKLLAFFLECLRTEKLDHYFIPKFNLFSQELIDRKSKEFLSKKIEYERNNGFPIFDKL
An asterisk follows results filed as active; & = joins results of further samples. The list is partial, so the mix of outcomes need not match the whole.

mcGAS MS inh,mol
-1.1,O=S(=O)(Nc1ccc2c(c1)OCCCO2)c1ccc(F)cc1
-3.5,Cc1ccc(OCCN2CCC2(C)C(=O)Nc2cnc3ccccc3c2)cc1 (centres undefined)
-2.5,CN(CCCN1CCOCC1)C(=O)c1cc(COc2ccc(F)cc2F)on1
-31.4,CN(C)CC1(O)CCN(C(=O)c2ccc(Cn3ccnc3)o2)C1 (centres undefined)
-4.5,Cc1ccc(S(=O)(=O)NC(=O)C2(C)CCN2C(=O)c2ccccc2CCc2ccccc2)cc1 (centres undefined)
1.9,COc1ccc(C(=O)Nc2nc(C)c3c(n2)CCCC3)cc1
-5.0,C/C=C(\C)CN(C)CC1CCCN(CCc2ccc(F)cc2)C1 (centres undefined)
6.8,CCCCCOC(=O)c1ccc(N(C)C)cc1
-17.6,CC(=O)NCC1=CCCN(CCn2cc(Cl)cn2)C1
-2.4,O=C(c1ccoc1)N1CCC(NC(=O)C2(c3ccc4c(c3)OCCO4)CCCC2)CC1
-37.9,N#CC(C#N)C(=N)C(Cl)Cl
7.8,CC(Sc1nnc(N2CCOCC2)n1C1CC1)c1cc(F)ccc1F (centres undefined)
-8.2,CCOC(=O)c1c(C)cc(C)[nH]c1=S
-4.7,COc1cc(CNc2cc(-c3cccc(N(C)C)c3)ncn2)cc(OC)c1OC
-6.0,COc1cc2c(cc1CNc1nccc(CCC(F)(F)F)n1)OCCO2
-5.3,CCCN1C(=O)COCc2cc(-c3cc(F)cc(F)c3)ccc21
-10.8,CC1=C(C(=O)OC(C)C)C(c2ccccc2F)NC(=O)N1Cc1ccccc1 (centres undefined)
-3.1,CC(C)N(C)CC(=O)Nc1cc(-c2ccccc2)on1
-17.1,O=C(NCCc1nc2ccccc2s1)c1cnc(N2CCOCC2)nc1
-6.1,O=C(CC1CC2CCC1C2)Nc1ccccc1N1CCCC1 (centres undefined)
-0.1,C=C(C)Cn1c(SCc2ccccc2)nc2c1c(=O)n(C)c(=O)n2C
-23.2,CCOc1ccc(CN2CCC(c3n[nH]c(=O)n3CC)CC2)cn1
-26.3,NCc1n[nH]c(=O)n1-c1ccccc1-c1ccccc1
2.8,O=S(=O)(c1cc(Cl)cc(Cl)c1)N1CCCC(c2ncn[nH]2)C1 (centres undefined)
-4.5,O=C(CCC(=O)c1ccc(F)cc1)NC1CCCN(Cc2ccccc2F)C1 (centres undefined)
-11.4,Cc1ccc(C2c3c(oc4ccc(F)cc4c3=O)C(=O)N2c2cc(C)on2)cc1 (centres undefined)
-34.5,CC(C)(C)c1csc(N/N=C\C=C\c2ccccc2)n1
4.3,NC(=O)CSCC(=O)NC(c1ccc(Cl)cc1)C1CCCC1 (centres undefined)
-11.7,Oc1cccc2ccc(C=Cc3ccccc3Br)nc12
6.5,CS(=O)(=O)Nc1ccc(NC(=O)c2ccccc2SC(F)(F)F)cc1
-18.6,CCc1c(C(=O)COc2ccc(C(=O)NC3CC3)cc2)[nH]c(C)c1C(C)=O
-4.7,CCn1c(=O)c2c(nc3n2CC(C)CN3c2ccc(OC)cc2)n(C)c1=O (centres undefined)
-3.3,COc1cc(NC(C)Cc2cc(C)[nH]n2)ncn1 (centres undefined)
-17.0,COc1cc(-c2cnc3ccccc3c2)cc2c1OCCN(Cc1cnc[nH]1)C2
-6.6,COc1cc(F)c(-c2nccn2CCCc2cccnc2)cc1OC
-7.5&-5.9,CN(Cc1nc(-c2ccc3c(c2)OCO3)no1)C1CCCc2ccccc21 (centres undefined)
-5.2,O=C1NC(=O)N(c2ccc(Cl)cc2)C(=O)/C1=C/c1ccc(O)cc1
-7.0,Cc1ccccc1Cn1cc(C(=O)N(Cc2ccccc2)Cc2scnc2C)nn1
-12.1,CCc1nc(NC(=O)C2CCCN(C(=O)C3CC3)C2)sc1C (centres undefined)
-1.0,CCC(Oc1ccccc1)C(=O)N1CCC2(CCc3ccccc32)CC1 (centres undefined)

Some of the entries so far, with each value named.
smiles: NC(=O)CSCC(=O)NC(c1ccc(Cl)cc1)C1CCCC1 (centres undefined)
  mcGAS MS inh: 4.3

smiles: Oc1cccc2ccc(C=Cc3ccccc3Br)nc12
  mcGAS MS inh: -11.7

smiles: CS(=O)(=O)Nc1ccc(NC(=O)c2ccccc2SC(F)(F)F)cc1
  mcGAS MS inh: 6.5

Quoted at random: 6 entries already listed
mcGAS MS inh,mol
-31.4,CN(C)CC1(O)CCN(C(=O)c2ccc(Cn3ccnc3)o2)C1 (centres undefined)
-26.3,NCc1n[nH]c(=O)n1-c1ccccc1-c1ccccc1
-2.4,O=C(c1ccoc1)N1CCC(NC(=O)C2(c3ccc4c(c3)OCCO4)CCCC2)CC1
-12.1,CCc1nc(NC(=O)C2CCCN(C(=O)C3CC3)C2)sc1C (centres undefined)
-6.1,O=C(CC1CC2CCC1C2)Nc1ccccc1N1CCCC1 (centres undefined)
-18.6,CCc1c(C(=O)COc2ccc(C(=O)NC3CC3)cc2)[nH]c(C)c1C(C)=O

More results follow:
mcGAS MS inh,mol
-10.4,Cc1ccc(OC2(C(=O)N3C[C@H](OC(C)C)[C@@H](O)C3)CCNCC2)cc1
-6.5,O=C(NCCn1ccnc1)NCC1CCCO1 (centres undefined)
-3.2,c1ccc(C2CC(=NNc3nncc4ccccc34)c3ccccc3O2)cc1 (centres undefined)
-4.2,Cc1ccc(C(=O)C=Cc2ccc(N(C)C)cc2)o1
-9.0,CNc1c(N=Cc2ccncc2)c(=O)n(C)c(=O)n1C
2.2,O=C(c1cc(-c2ccccc2)ns1)N1CCOC(c2ccccc2F)C1 (centres undefined)
-0.1,CC(NC(=O)c1cc(-c2ccc(F)cc2)n[nH]1)C1CCCO1 (centres undefined)
-10.1,COc1ncc(C(=O)N(C)C(C)c2ccc(F)cc2)cn1 (centres undefined)
-0.4,Clc1ccc2oc(SCc3cn4cc(Cl)ccc4n3)nc2c1
-12.9,Fc1ccc(C=NNC2=Nc3cccc4cccc2c34)cc1
-9.3,O[C@@H](c1cc(C(F)(F)F)nc2c(C(F)(F)F)cccc12)[C@H]1CCCCN1
-34.2,CS(=O)(=O)c1cnn2cc(CN3CCCC3c3ccc(F)cc3)cnc12 (centres undefined)
-23.5&-4.7,CCn1ccnc1CN(C)c1cc(C2CCCNC2)nc(C)n1 (centres undefined)
-10.7,CCOc1ccc(S(=O)(=O)n2nc(C)c(S(=O)(=O)N3CCCC(C)C3)c2C)cc1 (centres undefined)
-9.4,Cc1nc(NC(=O)N[C@@H]2CCCC[C@H]2c2ccccc2)nn1C
1.2,COCCOCCCCNc1cc(Cl)ccc1C#N
-4.4,CC(C)C1=NOC(C(=O)N2CCC(CCC(=O)N3CCN(c4ccccc4)CC3)CC2)C1 (centres undefined)
-20.8,CCCOC1CCCN(C(=O)CC(=O)Nc2ccc(C)cc2C)C1 (centres undefined)
-14.4,Cc1ncc(C)c(N2CC[C@@H](c3ccc4ccccc4c3)[C@H](O)C2)n1
10.3,CC(C)(C)Nc1nc(-c2cc(F)ccc2F)cs1
-3.8,CCOc1ccc(NC(=O)CC2Nc3cccc4cccc(c34)NC2=O)cc1 (centres undefined)
-7.6,CSc1ccc(C(=O)NCCc2c[nH]c3ccc(O)cc23)c(-c2cccc(F)c2)c1
8.8,CN1CCCN(c2nc(C(F)(F)F)nc3cc4c(cc23)OCO4)CC1
-3.1,c1ccc(CSc2nncn3c2cc2occc23)nc1
-13.0,COc1ccc(C(=O)N2CCC(CCC(=O)NC3CCN(Cc4ccccc4)C3)CC2)cc1 (centres undefined)
-10.3,COCCNS(=O)(=O)c1cccc(C(=O)N2CC(C)CC2C)c1 (centres undefined)
-17.7,CC(=O)N[C@@H]1C[C@H](Cc2ccccc2)O[C@H](c2nc[nH]c2C)C1
-1.5,Cc1ccccc1N1CCN(C2CCCN(C(=O)c3ccc([N+](=O)[O-])cc3)C2)CC1 (centres undefined)
5.4,O=C1NCCN1C1CCCN(S(=O)(=O)c2cc(C(F)(F)F)cc(C(F)(F)F)c2)C1 (centres undefined)
2.2,Cn1cc(NC(=O)c2cccc(CN3CCN(CC4CCCO4)CC3)c2)cn1 (centres undefined)
-8.3,COCCn1c(C)cc(O)c(C(c2ccc(OC)cc2OC)N2CCCCC2)c1=O (centres undefined)
6.5,Cc1cc(C)c(C)c(S(=O)(=O)N(CC(=O)NC2CC2)Cc2ccccc2)c1C
9.8,CC1CN(Cc2csc(NC(=O)c3ccccc3F)n2)CC(C)O1 (centres undefined)
-4.4,C=CCN1C(=O)C(=O)N(CC2CCCCC2)C1=O
-7.7,CCCCC1=NN2C(=N)/C(=C/c3ccc(Cl)cc3)C(=O)N=C2S1
-10.3,O=C(CN1CCC2(CCOC2)C1)NCCC1CCCCC1 (centres undefined)
-9.2,COc1ccc2cc(C3CN(C(=O)c4ccnc(OC)c4)CCO3)ccc2c1 (centres undefined)
-10.2,COc1ccc(-n2nnnc2SCC(=O)N2CCCCCC2)cc1
-10.9,Cc1cc(C=O)cc2c1OC1(C=C2)Oc2ccccc2C(=O)N1C (centres undefined)
-25.0,CN1C[C@@H]2CC[C@H](CC1=O)N2C(=O)CNC(=O)c1ccccc1

Single entries from the entries so far.
COc1ccc(C(=O)N2CCC(CCC(=O)NC3CCN(Cc4ccccc4)C3)CC2)cc1 (centres undefined) in mcGAS MS inh shows -13.0
CCCCC1=NN2C(=N)/C(=C/c3ccc(Cl)cc3)C(=O)N=C2S1 in mcGAS MS inh shows -7.7
Cc1cc(C=O)cc2c1OC1(C=C2)Oc2ccccc2C(=O)N1C (centres undefined) in mcGAS MS inh shows -10.9
O=C1NCCN1C1CCCN(S(=O)(=O)c2cc(C(F)(F)F)cc(C(F)(F)F)c2)C1 (centres undefined) in mcGAS MS inh shows 5.4
CC(=O)N[C@@H]1C[C@H](Cc2ccccc2)O[C@H](c2nc[nH]c2C)C1 in mcGAS MS inh shows -17.7
O=C(CN1CCC2(CCOC2)C1)NCCC1CCCCC1 (centres undefined) in mcGAS MS inh shows -10.3
Cc1cc(C)c(C)c(S(=O)(=O)N(CC(=O)NC2CC2)Cc2ccccc2)c1C in mcGAS MS inh shows 6.5

(list continues)
mcGAS MS inh,mol
-2.3,C=C(C)Cn1c(=O)c2c(nc3n2CCN3c2ccc(C)cc2C)n(C)c1=O
-20.9,CN1CCN(c2ncccc2CNC(=O)CCCn2cnnn2)CC1
0.4,O=C(CC1=NCCCN1)c1ccccc1
5.8,O=C(c1ccc2c3c(cccc13)CC2)C1CCCN(C(=O)CCn2cccn2)C1 (centres undefined)
-9.1,C=CCn1nnc(NC(=O)COc2c(C)cc(C)cc2Cl)n1
7.7,Oc1ccc2c(c1)C1CCCC1(N1CCOCC1)O2 (centres undefined)
-1.1,CCn1c(SC(C)c2nc3sc(C)c(C)c3c(=O)[nH]2)nnc1-c1cccs1 (centres undefined)
-1.4,CC1C(=O)NCCN1C(=O)c1ccc(-c2ccc3c(c2)OCCO3)s1 (centres undefined)
1.8,Nc1nc(SC(C(=O)NC2CCCC2)c2ccccc2)n[nH]1 (centres undefined)
4.6,CCOCCn1c(CN2CCCCC2)nc2c1c(=O)n(C)c(=O)n2C
5.8,COc1cccc(-n2cn[nH]c2=S)c1
0.7,CCCc1noc(C(C)Nc2cc(OC)c(OC)c(OC)c2)n1 (centres undefined)
-7.5,N#Cc1cccc(NC(=O)c2csc(-c3ccsc3)n2)c1
-17.3,Cc1nn(-c2ccccn2)c2ncc(C(=O)NCC(=O)NC(C)(C)C)cc12
-0.2,CCC(CC)NC(=O)CSc1nnc(N2CCCCC2)n1CC1CCCO1 (centres undefined)
-4.8,Cc1cn2c3c(=O)[nH]c(=O)n(C)c3nc2n1-c1cccc(Cl)c1
-3.6&-2.3,CCN1CCN(C(=O)CCCn2nnnc2CN2CCOCC2)[C@@H](C)C1=O
-2.6&-0.5,NC[C@H]1O[C@H](OC2[C@@H](N)C[C@@H](N)[C@H](O[C@H]3O[C@H](CO)[C@@H](O)[C@H](N)[C@H]3O)[C@H]2O)[C@H](O)[C@@H](O)[C@@H]1O (some centres undefined)
1.0,COc1ccc(S(=O)(=O)NC(c2ccc(SC)cc2)c2cccc(Cl)c2Cl)cc1OC (centres undefined)
-8.7,COC(CNc1nc2nonc2nc1NCc1cccs1)c1cccs1 (centres undefined)

Reformatted tab-delimited: 2 of the compounds above.
mol	mcGAS MS inh
CCOCCn1c(CN2CCCCC2)nc2c1c(=O)n(C)c(=O)n2C	4.6
C=CCn1nnc(NC(=O)COc2c(C)cc(C)cc2Cl)n1	-9.1

(more compounds)
mcGAS MS inh,mol
-2.2,COC(=O)C1CCC2C(=CCC3C2CCC2C3CCC2(OC(C)=O)C(=O)COC(C)=O)C1 (centres undefined)
-1.7,CC(C)CC(=O)Nc1ccccc1N1CCN(C(=O)c2ccccc2)CC1
-11.3,CC1CCN(C(=O)c2ccc(-c3cccc(Br)c3)n2C)CC1
8.8,CCN(CC)S(=O)(=O)c1ccc(OCCNS(C)(=O)=O)cc1
4.2,Cc1cc(C)nc(NN=C2CCCC2)n1
-8.6,COCCc1nc2ccc(C(=O)NCc3ccc(-n4cccn4)cc3)cc2o1
-20.4,Cc1cc(=O)c(C(=O)N2CCC3(CCCO3)CC2)c(C)[nH]1
-5.8,O=C(NCC1CCCO1)c1cccc(-c2ccc(O)cc2)c1 (centres undefined)
-6.1,CCOc1ccc(S(=O)(=O)NCc2ccco2)c2ccccc12
-5.4,C=CCn1c(C)cn2c3c(=O)n(Cc4ccccc4)c(=O)n(C)c3nc12
-13.6,CN(Cc1sc2ccccc2c1Cl)C(=O)C1CC2(CCNCC2)CN1 (centres undefined)
-9.8,O=C1Cc2ccccc2C1C1=Cc2ccccc2C1 (centres undefined)
-3.1,Cc1cccc(Nc2ncnc3[nH]ncc23)c1C
-12.1,Cc1cccnc1CC(C)NC(=O)Cc1c(C)nc(N)nc1C (centres undefined)
-4.9,COc1ccc(CN2CCCn3cccc3C2c2ccccc2[N+](=O)[O-])c(OC)c1 (centres undefined)
-8.4,CCCC(C)C(=O)N1CCN(C(C)=O)CC1 (centres undefined)
-4.3,COC(=O)c1cccc(CC2(C)C(=O)Nc3ccc(-c4ccc5[nH]ccc5c4)cc32)c1 (centres undefined)
-14.6,COc1cc(Cl)c(CN2C[C@H]3C[C@H](O)[C@H](O)C[C@H]3C2)c(Cl)c1OC
-11.5,CCOC(=O)N=C(c1ccccc1)C(Cl)Cl
-15.3,Cc1ccc(C(NC(=O)CCc2scnc2C)c2ccncc2)cc1 (centres undefined)
-12.8,Cc1cc(C)n2ncc(CN3CCN(c4ncccc4C)CC3)c2n1
-20.0&-5.7,Oc1c(Cl)cc(Cl)c2cccnc12
-9.2,COC(=O)CC(=O)NC1CCN(c2ccccc2C(=O)N2CCN(C(C)=O)CC2)CC1
